Screening data: PubChem, several laboratories
VHR inh abs – blocks human VHR1 dual specificity phosphatase | AID 1654 | 0.52% of 290,000 active | recombinant VHR phosphatase, pNPP absorbance | P51452 | inhibition, % at 13.3 µM; in the data active means inhibition above about 50%; further: some compounds called inactive have numbers as strong as hits
Target sequence (P51452 whole entry, looked up): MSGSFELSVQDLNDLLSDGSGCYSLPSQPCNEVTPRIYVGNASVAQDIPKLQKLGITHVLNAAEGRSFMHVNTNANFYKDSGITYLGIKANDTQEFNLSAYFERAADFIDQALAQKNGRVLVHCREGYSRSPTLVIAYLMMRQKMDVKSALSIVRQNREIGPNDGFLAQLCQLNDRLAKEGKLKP
FBA Mtb inh – inhibitors of M. tuberculosis fructose-bisphosphate aldolase. AID 588726. purified M. tuberculosis FBA, fluorescence read-out. inhibition, % at 1 µM. 2.3% of 360,000 active. P9WQA3; in the data active means inhibition above about 27%;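 further: 0% = vehicle and 100% = reference inhibitor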
3CLpro inhibitor – SARS-CoV 3CLpro protease inhibition; inhibition, % at 6 µM; 0.14% of 290,000 active; recombinant SARS-CoV 3CLpro, quenched FRET peptide cleavage; in the data active means inhibition above about 12%
Rv3671c protease – Rv3671c (M. tuberculosis) protease inhibition. AID 2606. inhibition, % at 5.96 µM. 0.048% of 320,000 active. P9WHR9; in the data active means inhibition above about 38%;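 further: extracellular domain of Rv3671c used as enzyme; 0% = enzyme with DMSO and 100% = no enzyme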
Target sequence (P9WHR9 whole entry, looked up, the tested form may be a part): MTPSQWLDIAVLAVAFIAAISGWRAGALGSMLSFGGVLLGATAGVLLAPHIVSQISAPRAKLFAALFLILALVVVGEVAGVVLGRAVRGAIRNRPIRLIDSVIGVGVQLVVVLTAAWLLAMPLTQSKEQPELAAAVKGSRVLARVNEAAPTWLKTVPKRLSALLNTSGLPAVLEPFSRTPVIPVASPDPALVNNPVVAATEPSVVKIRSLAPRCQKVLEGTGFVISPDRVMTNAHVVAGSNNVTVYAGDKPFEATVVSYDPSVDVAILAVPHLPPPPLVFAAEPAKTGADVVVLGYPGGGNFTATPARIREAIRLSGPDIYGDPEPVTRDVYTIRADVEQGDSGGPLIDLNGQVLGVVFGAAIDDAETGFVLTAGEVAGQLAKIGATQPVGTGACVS
BH1578 lux ind – inducers of Vibrio cholerae quorum light production without autoinducers. V. cholerae BH1578 lux reporter, luminescence, 6 h. activation, % at 18.7 µM. 0.16% of 350,000 active. AID 588436; in the data active means activation mostly above about 9.7%, no sharp cut-off; further: not every result past the cut was called active; inactives centre near 0; reference of the scale not given here
MazF activator – MazEF (E. coli) toxin RNase activation; P0AE70; FAM/BHQ RNA-DNA oligo cleavage fluorescence, 5 h; activation, % at 20 µM; 0.32% of 350,000 active; in the data active means activation above about 50%
BioA inh – blocks M. tuberculosis BioA enzyme activity; purified M. tuberculosis BioA enzyme, plate reader; inhibition, % at 9.99 µM; 0.096% of 360,000 active; AID 602481; in the data active means inhibition above about 40%
Mtb UGM inh – Mtb UDP-galactopyranose mutase inhibition; inhibition, % at 10 µM; purified UGM, fluorescence polarization probe displacement; 0.06% of 320,000 active; AID 504406; in the data active means inhibition above about 10%, passing the limit was not always enough
Target sequence (P9WIQ1 whole entry, looked up): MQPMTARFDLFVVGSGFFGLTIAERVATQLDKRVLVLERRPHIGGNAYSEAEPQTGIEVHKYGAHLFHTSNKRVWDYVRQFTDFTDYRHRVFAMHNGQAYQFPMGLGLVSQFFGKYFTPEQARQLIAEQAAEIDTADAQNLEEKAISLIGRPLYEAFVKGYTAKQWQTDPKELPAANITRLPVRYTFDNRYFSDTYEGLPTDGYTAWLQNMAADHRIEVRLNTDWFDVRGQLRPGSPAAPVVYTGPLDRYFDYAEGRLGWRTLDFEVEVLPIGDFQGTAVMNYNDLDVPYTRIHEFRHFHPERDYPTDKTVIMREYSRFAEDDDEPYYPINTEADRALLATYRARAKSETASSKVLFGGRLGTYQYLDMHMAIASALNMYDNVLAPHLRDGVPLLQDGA
GDH-TPI counter – GDH-TPI coupled enzyme inhibition counter-screen | GDH-TPI coupled enzyme counterscreen, NADH absorbance | inhibition, % at 4.8 µM | 1.2% of 360,000 active | AID 588335; in the data active means inhibition above about 30%;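 further: 0% = DMSO wells and 100% = wells lacking the enzyme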
SSB-PriA inh – blocks PriA binding to SSB C-terminal tail | AlphaScreen SSBct-PriA binding, biotinylated peptide | inhibition, % at 33 µM | 0.6% of 430,000 active; in the data active means inhibition mostly above about 37%, no sharp cut-off; inactive means mostly below about 20%;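 further: plate controls were negative control peptide for no effect and reference peptide for full effect; strong numbers were not always called active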
The depositor's hits bear a star; i = inactive; . = not tested or not shown; + = active, no number. Only part of the results is shown; rates above refer to the full screens.

compound	VHR inh abs	FBA Mtb inh	3CLpro inhibitor	Rv3671c protease	BH1578 lux ind	MazF activator	BioA inh	Mtb UGM inh	GDH-TPI counter	SSB-PriA inh
O=C(Cc1cc(=O)oc2cc(O)ccc12)NCC1CCC(C(=O)O)CC1 (centres undefined)	-7.7	+	-7.2	-9.3	-0.4	-2.5	-2.8	0.3	10.4	-9.1
Cc1nc(-c2ccc(S(=O)(=O)N3CCOCC3)cc2)cs1	-3.0	0.4	-2.5	-21.8	i	-0.3	-1.6	1.0	-3.2	-7.7
Cc1ccc(NS(=O)(=O)c2ccc(C)c(NC(=O)c3ccc(S(=O)(=O)N4CCCCCC4)cc3)c2)c(C)c1	.	-5.2	.	.	0.3	-9.9	-0.7	.	6.2	.
CCC1COCCS(=O)(=O)N1Cc1cccc(C(F)(F)F)c1 (centres undefined)	20.5	2.8	5.6	1.4	-0.5	8.8	-1.2	4.1	5.1	-17.3
Cc1ccccc1N1CCN(C2CCCN(C(=O)c3snnc3C)C2)CC1 (centres undefined)	10.1	1.3	-1.1	7.3	0.6	-1.0	-0.5	-3.9	-9.1	2.4
C[C@H](NC(=O)c1nc[nH]c1C(=O)NCC(=O)OCc1ccccc1)c1ccccc1	5.0	-0.6	3.5	-8.4	-0.9	6.4	-0.3	2.7	-2.7	20.4
O=C(c1ccc(NC(=S)NCc2ccco2)cc1)N1CCCCC1	16.5	8.3	1.2	2.0	0.9	12.5	.	2.6	-1.6	-12.9
FC(F)(F)c1ccccc1CCN1CCNCC1	15.5	0.5	-1.0	-5.5	-0.1	7.3	-1.8	4.0	-0.4	-3.6

Carrying on:
compound	VHR inh abs	FBA Mtb inh	3CLpro inhibitor	Rv3671c protease	BH1578 lux ind	MazF activator	BioA inh	Mtb UGM inh	GDH-TPI counter	SSB-PriA inh
Cn1c2c(c(=O)n1-c1ccccc1)CSCC2	.	4.0	.	-1.6	-0.3	2.2	.	2.2	-3.2	-0.3
CCN(C(=O)CSc1nnc(Cn2nnc3ccccc32)o1)c1nc(C)cs1	13.2	5.4	6.7	2.3	i	-4.6	1.1	-0.5	-2.6	-16.4
CC1SC(c2ccc(Cl)cc2)NC1=O (centres undefined)	4.4	3.7	3.1	-4.2	i	-1.9	-0.3	-1.4	7.1	-7.3
Cc1nn(C)c(C)c1CCC(=O)NC1CC(C)(C)Cc2c1cnn2-c1ccccc1 (centres undefined)	1.2	1.5	-6.6	-1.6	-2.9	0.6	0.7	0.9	7.3	7.4
C[C@@H](NC(=O)OC(C)(C)C)c1nnc(S(=O)(=O)Cc2ccccc2)o1	25.3	.	2.4	-1.7	.	8.9	.	1.4	.	0.1
CCOC(=O)C1=C(C)NC2=C(C(=O)CC(C)(C)C2)C1c1ccc2c(c1)CCCN2C (centres undefined)	2.6	1.5	7.1	3.4	i	3.3	-1.8	-0.5	8.6	18.2
CCN(CC)c1ccc(N)cc1	.	-2.5	.	0.3	-0.3	99.2*	-0.5	-0.6	2.1	65.1*
O=C(c1csc2c1CCCC2)n1cccn1	.	5.0	.	37.0	-3.7	1.9	1.6	-4.3	3.9	-17.0

(further entries)
compound	VHR inh abs	FBA Mtb inh	3CLpro inhibitor	Rv3671c protease	BH1578 lux ind	MazF activator	BioA inh	Mtb UGM inh	GDH-TPI counter	SSB-PriA inh
O=C(CCc1ccccc1)NCc1ccc2c(c1)OCO2	7.9	-1.4	2.2	2.5	i	7.4	0.9	1.9	6.5	-6.7
CSc1ccccc1C(=O)C1CCCN(C(=O)c2cncs2)C1 (centres undefined)	-14.6	-1.0	-0.5	4.1	i	8.2	0.1	0.6	4.8	9.7
CC1CCCN(S(=O)(=O)c2ccc(C(=O)Nc3sc4c(c3C(N)=O)CCN(C)C4)cc2)C1 (centres undefined)	28.6	3.1	-1.5	-1.2	-1.7	14.4	-4.0	2.1	11.6	3.5
COc1ccc(C(=O)Nc2cccc(-c3ccc4nncn4n3)c2)cc1	11.1	3.4	2.1	-8.3	-0.4	-0.2	.	0.1	-1.3	-13.7
CC1CC(C)CN(CCCNC(=O)c2csc3c2CCCC3)C1 (centres undefined)	31.3	-6.8	10.4	-11.3	i	2.3	.	0.1	5.2	-6.8
O=C(O)CSCC(=O)N1CCCN(c2nccc(C(F)(F)F)n2)CC1	7.2	-1.6	-2.7	-0.7	-0.3	2.0	3.1	-4.7	0.7	-11.6
Clc1nc(NC2CCCCC2)c2cn[nH]c2n1	.	3.9	.	.	i	-2.9	-3.0	.	1.3	-5.7
Cn1c(=O)c2c(ncn2CC(=O)OCC(=O)Nc2cc(Cl)ccc2Cl)n(C)c1=O	21.3	3.6	-0.8	-14.8	0.0	-3.2	.	-0.5	-0.4	-15.7

Later entries
compound	VHR inh abs	FBA Mtb inh	3CLpro inhibitor	Rv3671c protease	BH1578 lux ind	MazF activator	BioA inh	Mtb UGM inh	GDH-TPI counter	SSB-PriA inh
CCCCNCc1cc(OC)c(OCC(N)=O)cc1Br	4.4	-2.6	0.7	-2.4	-0.4	3.1	7.6	-1.0	5.0	-5.9
Cc1ccc(C2CC(c3cccc(C)c3)n3ncnc3N2)cc1 (centres undefined)	21.1	1.6	.	6.8	i	-1.0	10.0	1.3	8.9	-8.6
Cc1ccc([N+](=O)[O-])cc1S(=O)(=O)n1ccnc1C	-0.4	9.0	-4.2	-1.3	0.1	7.2	.	0.7	0.3	-10.4
Cc1ccc(OCCCn2c(=O)oc3ccccc32)cc1	16.4	0.8	2.5	0.3	i	-20.9	-1.1	1.3	6.9	-17.9
CCN1CCN(CC(=O)Nc2ccc3c(c2)OCO3)C(=O)C1=O	46.5	7.5	-4.9	-2.4	-0.2	-5.9	-2.7	1.4	12.2	-8.4
CC(Sc1nnc2ccccn12)C(=O)Nc1ccc(Cl)cn1 (centres undefined)	0.0	2.2	-3.5	-0.7	-0.5	-0.5	-1.2	4.2	9.8	1.8
O=C(Nc1ccc(NC(=O)c2ccc(S(=O)(=O)c3ccccc3)cc2)cc1)c1ccccc1	9.7	-2.0	-9.7	10.7	.	-38.2	0.4	0.5	1.2	-5.8
O=C1NC(=O)C(CC(=O)N(Cc2cccs2)C2(C(=O)NC3CCCC3)CCCCC2)N1 (centres undefined)	8.4	3.2	-3.4	-12.5	-0.2	1.8	.	0.2	6.6	-6.5

Next results
compound	VHR inh abs	FBA Mtb inh	3CLpro inhibitor	Rv3671c protease	BH1578 lux ind	MazF activator	BioA inh	Mtb UGM inh	GDH-TPI counter	SSB-PriA inh
CN(O)/C=C1\C(=O)Nc2ccccc21	6.9	-1.1	-1.1	-3.3	.	4.5	-2.6	0.0	5.8	-6.9
COc1ccc(OC)c(NC(=S)NCc2cccs2)c1	4.2	0.0	3.0	0.7	i	-4.1	-0.7	-1.5	-4.7	-2.1
O=C1C(Cc2ccc(Br)cc2)SC(=Nc2ccccc2)N1c1ccccc1 (centres undefined)	4.5	1.1	6.3	-2.1	-0.4	-6.1	.	0.5	6.9	-4.8
O=S(=O)(c1ccccc1F)N1CCN(c2nc(-c3cccnc3)nc3ccccc23)CC1	.	-0.9	.	-30.4	-4.2	-8.9	-2.3	0.5	10.5	-3.0
CCc1ccc(NC(=O)CO/N=C(\C)c2cc3ccccc3o2)cc1	-1.0	-2.1	2.1	-15.9	i	-16.6	0.7	-0.1	-12.4	.
COc1cccc(OC)c1C(=O)Nc1ccc(NC(=O)c2ccco2)cc1	24.9	3.5	-5.8	0.1	3.8	10.4	-4.4	-0.7	8.8	-21.1
O=C(NCC(c1cccs1)N1CCOCC1)c1cc(S(=O)(=O)N2CCOCC2)ccc1Cl (centres undefined)	.	3.1	.	.	-0.5	-7.7	1.9	.	-1.3	0.7
O=C(CSc1nnc(C2CC2)n1C1CC1)c1ccc(F)cc1	.	3.9	.	8.1	-5.0	-6.0	-0.1	-1.5	1.8	4.5

New compounds follow
compound	VHR inh abs	FBA Mtb inh	3CLpro inhibitor	Rv3671c protease	BH1578 lux ind	MazF activator	BioA inh	Mtb UGM inh	GDH-TPI counter	SSB-PriA inh
Cc1c(C(=O)NNc2c(Cl)cccc2Cl)n(C)oc1=O	-0.9	3.3	-2.3	0.5	i	6.5	.	-0.2	6.4	-12.6
COc1cc(C(=S)NCc2ccccc2)cc(Br)c1O	25.9	0.1	3.9	-1.8	i	4.1	.	2.9	6.4	11.7
c1ccc2c(c1)ncc1cccn12	29.5	+	0.8	1.5	i	2.2	.	0.3	16.7	-1.7
Cc1nnc(NC(=O)c2cc3ccccc3o2)s1	13.0	-2.0	-0.7	1.2	-0.4	5.1	-3.2	0.0	11.3	-1.5
CCOc1ccc2nc(NC(=O)C3CCCO3)sc2c1 (centres undefined)	17.3	11.0	4.0	0.9	-6.1	3.6	-1.5	-2.5	-1.3	-2.9
Cc1ccc(OCCC(=O)Nc2ccc(F)c(Cl)c2)cc1	4.0	1.4	4.5	-12.0	-0.2	-8.0	.	1.2	-2.5	5.3
O=C(NC1CCN(S(=O)(=O)c2ccccc2F)CC1)c1cccnc1	-24.9	0.2	3.6	-6.9	-0.9	5.9	-0.3	2.9	4.5	12.7
O=C(Cn1cnnn1)NCc1ccccc1	8.0	-1.0	-0.1	-3.6	-0.3	3.8	-0.5	-3.4	-1.5	-13.8

Next records follow.
compound	VHR inh abs	FBA Mtb inh	3CLpro inhibitor	Rv3671c protease	BH1578 lux ind	MazF activator	BioA inh	Mtb UGM inh	GDH-TPI counter	SSB-PriA inh
CSCCC(NC(=O)COc1ccccc1)C(=O)N1CCCC(C(F)(F)F)C1 (centres undefined)	.	-0.4	.	4.2	i	-0.5	.	-1.1	1.4	7.2
Cc1ccc(NC(=O)c2ccc(COc3ccccc3)o2)nc1	19.2	3.3	11.6	-7.9	-14.2	-1.9	2.1	5.2	3.2	-3.2
CCNc1ccc(S(=O)(=O)N(C)C)cc1NCC(=O)Nc1c(F)cccc1F	-4.3	1.8	-3.9	-0.7	-0.5	1.5	-0.3	.	3.7	-4.9
CN(CC(=O)Nc1ccc(N2CCOCC2)cc1)CC(=O)Nc1ccccc1[N+](=O)[O-]	4.7	-1.6	3.0	-7.0	-0.3	4.4	2.4	-4.4	9.9	6.7
COc1cc(C2=Nc3ccc(Br)cc3C(c3ccccc3)N2CC(=O)NN)cc(OC)c1OC (centres undefined)	3.5	0.5	10.1	-14.0	-2.6	1.7	-2.9	-4.4	10.3	-1.1
Cc1ccc(S(=O)(=O)NC(=O)C2(C)CCN2C(=O)C2CCCCC2)cc1 (centres undefined)	.	0.1	.	.	-1.3	.	-1.0	.	4.4	.
O=P(c1ccccc1)(c1ccccc1)c1nc(-c2ccc(Cl)cc2)oc1N1CCOCC1	24.3	17.7	5.2	-8.0	-0.3	-4.6	0.4	-0.2	1.3	2.2
Cc1ccc(Cn2c(C)c(C(=O)NCc3ccccc3C(F)(F)F)sc2=O)cc1	.	-1.1	.	.	-0.5	.	-0.3	.	-7.2	.
Cc1cc(C2=NNC(=NC3CC3)SC2)c(C)n1-c1ccccc1F	8.2	0.6	1.4	2.8	-0.3	0.6	.	3.2	0.4	18.6
